mouse EphA4 binding: EphA4 ligand-binding antagonists – biochemical, colorimetric, mouse EphA4, primary screen (AID 689). EphA4-AP binding to KYL peptide, pNPP A405; higher % means a stronger effect. inhibition, % at 10 µM; hits with a dose series show IC50 in µM. actives 0.1% (n = 62,000); in the data active = a potency from the dose series; inactive = the rest, 99 in 100 with inhibition below about 22%
An asterisk follows results filed as active. This is a subset; the hit share may differ from the screen's.

mouse EphA4 binding	SMILES
-5%	COc1cc2c(cc1NC(=O)C(C)OC(=O)C1CC(=O)N(Cc3ccco3)C1)oc1ccccc12 (stereo unspecified)
-7%	CC12CN3CC(C)(CN(C1)C31C(=O)N(Cc3ccccc3)c3ccccc31)C2=O (stereo unspecified)
0%	COC(=O)c1cccc(COC(=O)c2ccc(CS(=O)(=O)c3ccc(C)cc3)cc2)c1
-3%	Cc1cc(NC(=O)COC(=O)C2CCN(C(=O)c3ccc(Cl)cc3)CC2)no1
-2%	C/C(=N/O)C(O)C12CC3CC(CC(C3)C1)C2 (stereo unspecified)
-7%	COc1ccccc1N1CCN(CC(=O)Nc2cccc(F)c2)CC1
-9%	O=C(/C=C/c1ccc2c(c1)OCO2)n1cnc2ccccc21
-6%	CC(NC(=O)COc1cccc(Br)c1)C(=O)O (stereo unspecified)
0%	COC(=O)COc1ccc2ccc(=O)oc2c1
-2%	Cc1c(NS(=O)(=O)c2cccc(C(=O)NCc3ccccc3)c2)c(=O)n(-c2ccccc2)n1C
-1%	O=c1oc2c(CN3CCOCC3)c(O)c(Cl)cc2c2c1CCCC2
3%	CCC(C)NC(=O)C1CCC(=O)N1Cc1ccc(C)cc1 (stereo unspecified)
2%	Cc1ccc2nc(NCCCO)nc(-c3ccccc3)c2c1
-6%	COCCCn1c(C)nc2c(c1=O)c1nc3ccccc3nc1n2CCc1ccccc1
5%	CCCC(=O)Nc1ccc(N2CCOCC2)cc1
-8%	Cc1ccc(NCCC(=O)c2ccc(Cl)cc2)cc1C
1%	Oc1oc(-c2ccccc2)nc1C=Nc1ccccc1
-7%	O=C(OCC(=O)N(C1CCCCC1)C1CCCCC1)c1ccco1
-5%	COc1cc(NC(=O)c2cccs2)c(C(=O)OCC(=O)NCc2ccccc2)cc1OC
29%	CC1CC(C)CN(c2ncc3c(n2)CC(c2ccccc2)CC3=O)C1 (stereo unspecified)
-7%	O=C(O)CC(C(=O)OCCOc1ccccc1)N1CCOCC1 (stereo unspecified)
-13%	CC1(C)OC(=O)C(=CNc2ccccc2)C(=O)O1
-14%	COc1ccc(N2C(=O)C3C4C=CC(C4)C3C2=O)c(OC)c1 (stereo unspecified)
2%	CCCCCOc1ccc(C(=O)NCC(=O)NCC(=O)OCC)cc1
-7%	CCOc1c(Cl)cc(C(=O)Nc2ccccc2C(=O)O)cc1Cl
2%	COc1ccc(OC)c(C2C3CN(C(C)C)CC=C3C(C#N)=C(N)C2(C#N)C#N)c1 (stereo unspecified)
-8%	O=C(Cc1ccccc1)NC(Nc1cccc2ccccc12)C(Cl)(Cl)Cl (stereo unspecified)
-6%	C/C(=N\N=C1\NC(=O)C(CC(=O)Nc2ccccc2C(F)(F)F)S1)c1ccccc1 (stereo unspecified)
8%	COc1ccccc1NC(=O)CSc1nsc(SCC(=O)Nc2ccccc2OC)n1
6%	Nc1cc(S(=O)(=O)Nc2ccccc2)ccc1Cl
4%	Cn1cccc1Cc1nnc(SCC(=O)NCc2ccccc2)n1-c1ccc(F)cc1
8%	CCOc1ccccc1C1C(C(N)=O)=C(C)Nc2nc(CCCO)nn21 (stereo unspecified)
5%	c1cncc(-c2nn[nH]n2)c1
8%	CCCOC(=O)c1ccc(Oc2c(-c3ccc(O)cc3O)n[nH]c2C)cc1
-8%	O=C1NN(c2ccccc2)C(=O)/C1=C\c1ccccc1OCC(=O)N1CCOCC1
-5%	O=C(NC(Cc1ccccc1)C(=O)O)c1ccc(S(=O)(=O)N2CCCCC2)cc1 (stereo unspecified)
-7%	Cc1cccc(OCc2nnc(SCC(=O)OC3CCCCC3)o2)c1
4%	O=c1ccnc(S/C=C/c2ccccc2)[nH]1
2%	Cc1nc(-c2cccc(NS(=O)(=O)c3ccc4ccccc4c3)c2)cs1
-3%	Cc1csc(NC(=O)c2ccccc2[N+](=O)[O-])n1
0%	CN1C(=O)CSc2ccc(NC(=O)N3CCC(N4CCCCC4)CC3)cc21
-16%	O=C(CSCC(=O)N1CCCCC1)Nc1nc(-c2ccc(Cl)s2)cs1
3%	C/C(=N\O)C(=O)OC1CC(C)CCC1C(C)C (stereo unspecified)
-12%	CCOC(=O)CNC(=O)c1cccnc1
-3%	Cc1noc(C)c1CSc1ccc(Br)cc1
-9%	COc1ccc(C(=O)N/C(=C\c2ccc(-c3cccc([N+](=O)[O-])c3)o2)C(=O)NCCCN2CCOCC2)cc1
-22%	COc1ccc(Oc2nc(C)nc3c2oc2ccccc23)cc1
-12%	CCCC(c1nnnn1Cc1ccco1)N1CCC(C(N)=O)CC1 (stereo unspecified)
14%	Cc1cccc(/C=c2\s/c(=C\C(=O)C(C)(C)C)[nH]c2=O)c1
-7%	Cc1c(C)c2ccc(OCC(=O)C(C)(C)C)c(C)c2oc1=O

Ordered by the number under mouse EphA4 binding (largest number first): three of the compounds above.
mouse EphA4 binding	SMILES
8%	COc1ccccc1NC(=O)CSc1nsc(SCC(=O)Nc2ccccc2OC)n1
-3%	Cc1csc(NC(=O)c2ccccc2[N+](=O)[O-])n1
-8%	O=C(Cc1ccccc1)NC(Nc1cccc2ccccc12)C(Cl)(Cl)Cl (stereo unspecified)

Structures from the list above with sulfur:
mouse EphA4 binding	SMILES
0%	COC(=O)c1cccc(COC(=O)c2ccc(CS(=O)(=O)c3ccc(C)cc3)cc2)c1
-2%	Cc1c(NS(=O)(=O)c2cccc(C(=O)NCc3ccccc3)c2)c(=O)n(-c2ccccc2)n1C
-5%	COc1cc(NC(=O)c2cccs2)c(C(=O)OCC(=O)NCc2ccccc2)cc1OC
-6%	C/C(=N\N=C1\NC(=O)C(CC(=O)Nc2ccccc2C(F)(F)F)S1)c1ccccc1 (stereo unspecified)
8%	COc1ccccc1NC(=O)CSc1nsc(SCC(=O)Nc2ccccc2OC)n1
6%	Nc1cc(S(=O)(=O)Nc2ccccc2)ccc1Cl
4%	Cn1cccc1Cc1nnc(SCC(=O)NCc2ccccc2)n1-c1ccc(F)cc1
-5%	O=C(NC(Cc1ccccc1)C(=O)O)c1ccc(S(=O)(=O)N2CCCCC2)cc1 (stereo unspecified)
-7%	Cc1cccc(OCc2nnc(SCC(=O)OC3CCCCC3)o2)c1
4%	O=c1ccnc(S/C=C/c2ccccc2)[nH]1
2%	Cc1nc(-c2cccc(NS(=O)(=O)c3ccc4ccccc4c3)c2)cs1
-3%	Cc1csc(NC(=O)c2ccccc2[N+](=O)[O-])n1
0%	CN1C(=O)CSc2ccc(NC(=O)N3CCC(N4CCCCC4)CC3)cc21
-16%	O=C(CSCC(=O)N1CCCCC1)Nc1nc(-c2ccc(Cl)s2)cs1
-3%	Cc1noc(C)c1CSc1ccc(Br)cc1
14%	Cc1cccc(/C=c2\s/c(=C\C(=O)C(C)(C)C)[nH]c2=O)c1

The list goes on:
mouse EphA4 binding	SMILES
-2%	CCOc1ccccc1N(CC(=O)NCc1ccc(OC)cc1)S(C)(=O)=O
-5%	CN1CC(=O)NC1=NC(=O)C12CC3CC(CC(C3)C1)C2
-1%	CCOC(=O)Cc1csc(NC(=O)NC2(C(F)(F)F)Oc3ccccc3O2)n1
-3%	CC1(C)N([O-])C2=C(c3ccccc3C2=O)[N+](=O)C1(C)C
-6%	CCOC(=O)c1[nH]c2cc3c(cc2c1NC(=O)CN1CCCCC1C)OCO3 (stereo unspecified)
-6%	Cn1c(SCC(=O)NCc2ccc3c(c2)OCO3)nnc1-c1cccs1
-5%	CC(=O)Oc1ccc(/C(C)=N/N2CCN(Cc3cccc4ccccc34)CC2)cc1
10%	CC(C)CCNC(=O)c1nnc(Cc2ccc(Cl)cc2)o1
-5%	Cc1ccc(NC(=O)CSc2nc3c(c(=O)n(C)c(=O)n3C)n2C)cc1C
-12%	CCCOc1ccc2oc(=O)c3c(c2c1)CCCN3C(=O)CN(C)Cc1ccccc1
10%	CCCc1cc(=O)[nH]c(SCc2cccc(C)c2)n1
-11%	CC(=O)Nc1ccc(NS(=O)(=O)c2cc(C)sc2C)cc1
-3%	CCCCc1c(O)c2ccccc2[nH]c1=O
2%	Cc1cccc(-c2nc3ccccc3c3nncn23)c1
-20%	O=C1OC2(CCCCC2)OC(=O)C1=CNc1nc2ccccc2s1
-2%	Cc1cc(C)cc(NC(=O)Cn2ncn3c(cc4ccccc43)c2=O)c1
3%	COc1ccc(OC)c(NC(=O)c2ccc(CN3CCOCC3)cc2)c1
-3%	COc1ccc(OCCCC(=O)Nc2cc([N+](=O)[O-])ccc2C)cc1
6%	Cc1cc(C)n2nc(C(=O)OCC(=O)Nc3ccc4c(c3)OCO4)nc2n1
-2%	COc1cc2c(cc1OC)C1(Nc3c-2c(C)nn3-c2ccccc2)C(=O)Nc2ccccc21 (stereo unspecified)
-12%	O=C(NNC(=O)c1sc2ccccc2c1Cl)Nc1ccc(Cl)cc1
-14%	CCOC(=O)CSc1nnc(-c2c[nH]c3ccccc23)n1CC
-13%	Cc1ccc(S(=O)(=O)N2CCC(C(=O)Nc3nnc(COc4ccccc4)s3)CC2)cc1
4%	Cc1cc(-c2ccccc2)nc(=S)[nH]1
17%	Cc1oc(C(C)(C)C)c(CN2CCCC2)c1C(=O)O
-9%	O=C1CCCCCN1Cc1ccccc1
-3%	CCOc1ccccc1NC(=O)CSc1nnnn1-c1ccc(C(=O)OC)cc1
-2%	Cc1nn(C(C)(C)C)c(OC(=O)c2ccc3c(c2)OCO3)c1S(=O)(=O)c1ccccc1
-8%	CCC(C)n1c(C)nc2c(c1=O)c1nc3ccccc3nc1n2CCC1=CCCCC1 (stereo unspecified)
-8%	O=C(Nc1ccc(N2CCOCC2)c(Cl)c1)c1ncn[nH]1
-14%	O=C(Nc1cccc2ccccc12)c1ccc(OC(=S)N2CCOCC2)cc1
-8%	CC(C)CCNC(=O)C(C)N(C(=O)Cn1nnc(-c2ccc(F)cc2)n1)C1CCCC1 (stereo unspecified)
-8%	Cc1nn(-c2ccccc2)c(C)c1C(=O)OCC(=O)NC12CC3CC(CC(C3)C1)C2
-11%	Cc1cccc2sc(NC(=O)CCNS(=O)(=O)c3cccs3)nc12
14%	C=CCSc1nc(-c2ccc3c(c2)OCO3)cc(C(F)(F)F)c1C#N
-12%	O=C(c1c(O)c2ccccc2oc1=O)C1CCC1
12%	O=C(CSc1nnnn1-c1ccccc1)CC(=O)Nc1ccc(Cl)cc1
-12%	CCCCN1C(=O)/C(=C/c2c(NCCCn3ccnc3)nc3c(C)cccn3c2=O)SC1=S
-13%	Cc1cc(=O)cc(C)n1-c1ccc2c(c1)nc(C)n2-c1ccccc1
3%	CC1(CC2C(CC(N)=O)C2(C)C)OCCO1 (stereo unspecified)
-8%	CN(C)S(=O)(=O)Nc1ccc2c(c1)OCO2
-6%	O=C(Nc1cccc(Cl)c1)N1CCN2C(=O)c3ccccc3C12c1ccccc1 (stereo unspecified)
-16%	CC1CCC(C(C)C)C(OC(=O)C[n+]2cccc(C(N)=O)c2)C1 (stereo unspecified)
-6%	CC(C)(C)C1CCC(OCC(O)CN2CCN(c3ccccc3)CC2)CC1 (stereo unspecified)
-9%	Cc1ccc(CCN2CC(C(=O)NCCCN3CCN(C)CC3)CC2=O)cc1 (stereo unspecified)
-7%	CC(=O)c1cccc(NC(=O)COc2nsnc2N2CCOCC2)c1
5%	O=C(Nc1ccc(-c2nc3ccccc3o2)c(O)c1)c1ccc(-c2ccccc2)cc1
-7%	O=C(NCCOC(=O)c1ccccc1C(=O)OCCNC(=O)c1cccnc1)c1cccnc1
-12%	CCOC(=O)c1c(NC(=O)CN2CCOCC2)sc2c1CC(C)(C)OC2
-8%	COC(=O)C(Cc1c[nH]c2ccccc12)NC(=O)C(C)C (stereo unspecified)

The list continues.
mouse EphA4 binding	SMILES
-5%	COc1ccc(C2CC(=O)c3cnc(NC(=O)c4cc(OC)cc(OC)c4)nc3C2)cc1 (stereo unspecified)
0%	Cc1ccccc1OCCCC(=O)Nc1ccccc1C(F)(F)F
5%	O=C(CCC1COc2ccccc2O1)NC1CCCCC1 (stereo unspecified)
8%	CC1CCN(C(=O)CCc2nc3cc(S(=O)(=O)N(C)C)ccc3n2C)CC1
-4%	O=C(Nc1ccccc1)Nc1nnc(Cc2ccc(F)cc2)s1
-1%	O=[N+]([O-])c1ccc(C[n+]2cc(-c3ccc(Cl)c(Cl)c3)n3c2CCC3)cc1
-2%	Cc1cc(C)nc(SCc2nnc(SCC(=O)NCc3ccco3)n2-c2ccccc2)n1
-7%	CC(C)C[C@H](NC(=O)OC(C)(C)C)C(=O)N1CCC(C(=O)O)CC1
-4%	COc1cccc(NC(=O)Cc2c(O)c3ccccc3[nH]c2=O)c1
-3%	O=C(CNC(=O)c1ccco1)OCN1C(=O)c2ccccc2C1=O
-10%	CCCCOc1ccc(NC(=O)CCSc2nccn2C)cc1
-17%	CCN(CC)C(=O)CSc1nnc(-c2cccs2)n1Cc1ccco1
-3%	Fc1ccccc1N1CCN(C(c2ccncc2)c2nnnn2C2CCCC2)CC1 (stereo unspecified)
3%	O=C(NC1CC2CCCC(C1)N2S(=O)(=O)c1ccccc1)C1CCCCC1 (stereo unspecified)
-7%	O=C(NCC1CCCO1)C(C(=O)c1ccccc1)n1cc(Cl)ccc1=O (stereo unspecified)
-7%	O=S(=O)(/N=C(/Nc1cccc(O)c1)c1ccccc1)c1ccccc1
8%	Cc1cccc(NC(=O)/C(=C/c2ccc(C)o2)NC(=O)c2ccccc2)c1
4%	Cc1cccc(NC(=O)C2CCCN2S(=O)(=O)c2cccc3cccnc23)c1 (stereo unspecified)
-10%	Cn1c(Cn2nnc3ccccc32)nnc1SCC(=O)N1c2ccccc2CCc2ccccc21
-3%	Cc1ccccc1CS(=O)(=O)CCC(=O)NCCCN1CCN(c2ccccc2F)CC1
-11%	Cc1nc2ccccc2n1CCC(C)C
6%	Cc1cccc(NC(=O)c2ccc(N3CCCCC3)c([N+](=O)[O-])c2)n1

Source: PubChem BioAssay (Sanford-Burnham Center for Chemical Genomics)
